Screening data: PubChem, Broad Institute
Pf Dd2 growth – blocks growth of Plasmodium falciparum Dd2 parasites; P. falciparum Dd2 growth, SYBR Green, 72 h; stronger effect = lower value; 2.3% of 94,000 active; AID 1159554; activity change, % at 10 µM; in the data active = activity change below about -80%; inconclusive = no clear call, values can overlap the other calls
GASC1 inh – blocks human GASC-1 (KDM4C) demethylase activity | 0.15% of 96,000 active | inhibition, % at 12.5 µM | GST-KDM4C 2-372, H3K9me3 peptide, LANCE TR-FRET | Q9H3R0;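 active = mean replicate inhibition above about 25%, with at least 55% of replicates also reaching it, limit read from the data, passing the limit was not always enough; inconclusive = only one of those two conditions met; inactive = neither condition met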
Target sequence (Q9H3R0 2-372 limits assumed): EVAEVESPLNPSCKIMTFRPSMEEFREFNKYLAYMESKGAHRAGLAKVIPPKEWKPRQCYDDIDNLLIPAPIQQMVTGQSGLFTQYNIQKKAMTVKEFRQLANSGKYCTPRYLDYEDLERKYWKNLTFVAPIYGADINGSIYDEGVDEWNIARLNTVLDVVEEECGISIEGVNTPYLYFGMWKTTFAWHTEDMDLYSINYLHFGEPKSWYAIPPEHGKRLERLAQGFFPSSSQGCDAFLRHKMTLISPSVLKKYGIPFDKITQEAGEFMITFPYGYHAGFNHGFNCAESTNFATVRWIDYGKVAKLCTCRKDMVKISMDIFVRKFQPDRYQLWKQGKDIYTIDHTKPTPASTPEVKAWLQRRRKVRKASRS
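Test system – GST-tagged GASC-1 (JMJD2C) catalytic fragment, aa 2-372 · Medium – HEPES buffer, pH 7.5, plus ascorbate · Reagent – H3K9me3 peptide with Fe(II)/2OG · Compound – one test concentration per compound · Timing – 30 min reaction, 60 min detection, RT · Technique – TR-FRET with Eu antibody and ULight streptavidin, EDTA stop · Read-out basis – inhibition from TR-FRET ratio decrease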
C diff HTS – blocks growth of Clostridium difficile; 0.25% of 86,000 active; Clostridium difficile clinical isolate growth, OD600, 24 h; stronger effect = lower value; growth activity, negative = inhibition, % at 16 µg/mL (by protocol);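 active = mean growth activity at or below -80% and every replicate also at or below -80%; inconclusive = mean at or below -80% but some replicate above -80%; inactive = mean growth activity above -80%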;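 also: 0% = DMSO wells and -100% = levofloxacin 16 µg/mL wells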
Tcruzi prolif – T. cruzi proliferation inhibition; T. cruzi beta-gal in NIH3T3, GalScreen luminescence, 90 h; inhibition, % at 8.34 µM; 5.9% of 77,000 active; AID 624255;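 active = mean inhibition above about 93%, with at least 55% of replicates each passing it, limit read from the data, passing the limit was not always enough; inconclusive = only one of those two conditions holds; inactive = neither condition holds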
* = called active by the depositor; ? = inconclusive; nt = not tested or not shown; & = joins results of further samples.

Compound,C diff HTS,GASC1 inh,Tcruzi prolif,Pf Dd2 growth
C[C@H]1CN([C@@H](C)CO)C(=O)CCCn2nncc2CO[C@@H]1CN(C)S(=O)(=O)c1ccc(-c2ccccc2)cc1,1,-0.5,52,-10
C[C@@H]1CCCCO[C@@H](CN(C)C(=O)Nc2cccc3ccccc23)[C@@H](C)CN([C@H](C)CO)C(=O)c2cc(NC(=O)Nc3cccc4ccccc34)ccc2O1,nt,-2.4,-21,-51
C[C@H](CO)N1C[C@H](C)[C@@H](CN(C)C(=O)Cc2ccccc2)OCCCC[C@H](C)Oc2ccc(NC(=O)c3ccccc3)cc2C1=O,-6,9.3,42,32
COCC#Cc1cnc2c(c1)C(=O)N([C@@H](C)CO)C[C@H](C)[C@H](CN(C)C(=O)CCN1CCCCC1)O2,-3,0.3,-9,13
C[C@H]1CN([C@@H](C)CO)S(=O)(=O)c2ccc(C#CC3CCCC3)cc2O[C@@H]1CN(C)C(=O)Cc1ccccc1,1,0.6,nt,20
C[C@H]1CN([C@@H](C)CO)C(=O)c2cc(-c3cncnc3)cnc2O[C@@H]1CN(C)C(=O)Cc1cccnc1,-3,6.7,-145,18
N#C[C@H]1[C@@H](c2ccccc2)[C@@H](CO)N1C(=O)Cc1ccccc1,9,-0.5,102*,1
CC(C)NC(=O)N(C)C[C@@H]1Oc2c(NC(=O)Nc3ccc(C(F)(F)F)cc3)cccc2C(=O)N([C@@H](C)CO)C[C@H]1C,4,10.0,19,-13
COc1ccccc1-c1cnc2c(c1)C(=O)N([C@@H](C)CO)C[C@H](C)[C@@H](CN(C)Cc1cccc(F)c1)O2,-1,-0.7,51,-44
O=C([C@H]1[C@H](CO)[C@H]2Cn3c(cccc3=O)[C@@H]1N2Cc1cocn1)N1CCCCC1,2,-0.7,-5,nt
COc1ccc(NC(=O)N(C)C[C@@H]2Oc3ccc(NC(=O)Cc4cn(C)c5ccccc45)cc3C(=O)N([C@@H](C)CO)C[C@H]2C)cc1,5,-0.2,-30,-11
O=C(NCc1ccncc1)[C@@H]1N[C@@H]2c3ccc(/C=C/c4ccccc4)c(=O)n3C[C@@H]2[C@H]1CO,3,-0.5,-2,2
COc1ccc2c3c([nH]c2c1)[C@@H](CO)N(C(=O)c1ccc(F)cc1)CC31CN(Cc2cccnc2)C1,-9,0.4,nt,-37
C[C@@H]1CN([C@H](C)CO)C(=O)c2cccc(NS(=O)(=O)c3ccccc3)c2O[C@H]1CN(C)Cc1ccccc1,-2,6.1,39,-30
C/C=C/c1ccc2c(c1)O[C@@H](CN(C)C(=O)CN(C)C)[C@H](C)CN([C@H](C)CO)S2(=O)=O,-2,-0.3,0,-1

Some of the entries so far, with two lines to a compound:
Every second line gives: C diff HTS | GASC1 inh | Tcruzi prolif | Pf Dd2 growth
> COc1ccc(NC(=O)N(C)C[C@@H]2Oc3ccc(NC(=O)Cc4cn(C)c5ccccc45)cc3C(=O)N([C@@H](C)CO)C[C@H]2C)cc1
  5 | -0.2 | -30 | -11
> O=C(NCc1ccncc1)[C@@H]1N[C@@H]2c3ccc(/C=C/c4ccccc4)c(=O)n3C[C@@H]2[C@H]1CO
  3 | -0.5 | -2 | 2
> COc1ccc2c3c([nH]c2c1)[C@@H](CO)N(C(=O)c1ccc(F)cc1)CC31CN(Cc2cccnc2)C1
  -9 | 0.4 | nt | -37

The listing continues.
Compound,C diff HTS,GASC1 inh,Tcruzi prolif,Pf Dd2 growth
CCC(=O)N(C)C[C@H]1Oc2cc(-c3ccc(C)cc3)ccc2S(=O)(=O)N([C@H](C)CO)C[C@@H]1C,-12,0.4,76,1
C[C@H](CO)N1C[C@H](C)[C@H](CN(C)S(C)(=O)=O)Oc2c(NS(=O)(=O)c3cn(C)cn3)cccc2C1=O,nt,-0.8,-24,34
COc1cccc(-c2ccc([C@H]3[C@@H](CO)N4CCCCN(Cc5cncnc5)C[C@@H]34)cc2)c1,-4,-1.8,88,13
C[C@H]1CN([C@@H](C)CO)C(=O)c2cc(C#Cc3cccnc3)cnc2O[C@H]1CN(C)C(=O)CN(C)C,-2,-1.9,nt,17
C[C@@H]1CN([C@H](C)CO)C(=O)Cc2cc(NC(=O)NC3CCCCC3)ccc2O[C@H]1CN(C)C(=O)Nc1ccc(F)cc1,0,0.7,nt,2
C[C@@H]1CN([C@@H](C)CO)C(=O)c2cc(C#CC3CCCC3)cnc2O[C@H]1CN(C)C(=O)Nc1ccccc1,-2,12,95,-23
CO[C@@H]1CN(C)C(=O)c2cc(NC(=O)C3CCC3)ccc2OC[C@H](C)N(Cc2nccs2)C[C@@H]1C,nt,-1.0,-24,nt
C[C@@H]1CN([C@@H](C)CO)C(=O)c2cc(NS(=O)(=O)c3cccs3)ccc2O[C@@H]1CN(C)Cc1ccncc1,-5,0.2,-116,-3
CCC(=O)N1C[C@H](C)[C@H](OC)CN(C)C(=O)c2ccc(NC(=O)c3cnccn3)cc2OC[C@@H]1C,nt,-0.1,22,-16
C[C@H](CO)N1C[C@H](C)[C@H](CN(C)S(=O)(=O)c2ccc(F)cc2)OCCCC[C@H](C)Oc2ccc(NC(=O)CCCCCC(=O)Nc3ccccc3N)cc2C1=O,-3,2.6,84,-60
C[C@H]1CCCCO[C@@H](CN(C)C)[C@@H](C)CN([C@@H](C)CO)C(=O)c2cc(NC(=O)Nc3ccc(F)cc3)ccc2O1,3,0.6,-28,15
O=C(NC1CCC1)[C@H]1[C@H](CO)[C@H]2Cn3c(cccc3=O)[C@H]2N1CC1CCOCC1,-7,1.0,35,12
C[C@H](CO)N1C[C@H](C)[C@H](CN(C)Cc2ccc(Oc3ccccc3)cc2)Oc2ccc(N(C)C)cc2CC1=O,2,0.1,65,-25
COc1cccc(NC(=O)N[C@@H]2C=C[C@H](CC(=O)N3CCN(C)CC3)O[C@H]2CO)c1,1,2.0,-24,-3
CCNC(=O)Nc1ccc2c(c1)C(=O)N(C)[C@H]1CC[C@@H](CC(=O)NCC3CCCCC3)O[C@@H]1CO2,1,0.0,-10,-14

Sorted by SMILES length (high to low): some entries from above
Compound,C diff HTS,GASC1 inh,Tcruzi prolif,Pf Dd2 growth
C[C@H](CO)N1C[C@H](C)[C@H](CN(C)S(=O)(=O)c2ccc(F)cc2)OCCCC[C@H](C)Oc2ccc(NC(=O)CCCCCC(=O)Nc3ccccc3N)cc2C1=O,-3,2.6,84,-60
C[C@@H]1CN([C@H](C)CO)C(=O)Cc2cc(NC(=O)NC3CCCCC3)ccc2O[C@H]1CN(C)C(=O)Nc1ccc(F)cc1,0,0.7,nt,2
CCNC(=O)Nc1ccc2c(c1)C(=O)N(C)[C@H]1CC[C@@H](CC(=O)NCC3CCCCC3)O[C@@H]1CO2,1,0.0,-10,-14
O=C(NC1CCC1)[C@H]1[C@H](CO)[C@H]2Cn3c(cccc3=O)[C@H]2N1CC1CCOCC1,-7,1.0,35,12

Later entries.
Compound,C diff HTS,GASC1 inh,Tcruzi prolif,Pf Dd2 growth
CN(C)CCCNC(=O)[C@H]1[C@H](CO)[C@H]2Cn3c(ccc(-c4cccc(F)c4)c3=O)[C@H]2N1C,1,2.0,-34,8
COc1ccccc1CN1C[C@H](C)[C@H](OC)CN(C)C(=O)c2ccc(NC(C)=O)cc2OC[C@@H]1C,nt,1.0,21,11
C[C@@H]1CN([C@H](C)CO)C(=O)Cc2cc(NS(=O)(=O)c3ccc(Cl)cc3)ccc2O[C@H]1CN(C)S(=O)(=O)c1ccccc1,3,1.3,18,-14
CS(=O)(=O)N1CC(=O)N2[C@H](C1)[C@@H](c1ccc(C#CCc3ccccc3)cc1)[C@@H]2CO,65,0.4,nt,-57
O=C(C[C@@H]1CC[C@@H]2[C@H](COC[C@@H](O)CN2Cc2cccc(Cl)c2)O1)Nc1nccs1,-2&-10,0.4,72,-42
C[C@@H](NC(=O)C[C@@H]1CC[C@H]2[C@@H](COC[C@@H](O)CN2Cc2cc(F)ccc2F)O1)c1ccccc1,5&-1,1.9,-28,-7
CO[C@@H]1CN(C)C(=O)c2ccc(NC(=O)c3ccc4c(c3)OCO4)cc2OC[C@@H](C)N(CCC(F)(F)F)C[C@H]1C,nt,-1.0,50,-56
C/C=C/c1ccc2c(c1)O[C@H](CN(C)C(=O)Nc1ccc(C(F)(F)F)cc1)[C@@H](C)CN([C@H](C)CO)S2(=O)=O,11,-2.3,?,-19
C[C@@H](O)C#Cc1ccc([C@@H]2[C@@H](CO)N3CCCCN(CC4CCOCC4)C[C@@H]23)cc1,-2,-0.7,-112,-19
Cc1noc(C)c1NC(=O)Nc1ccc2c(c1)C(=O)N([C@@H](C)CO)C[C@H](C)[C@H](CN(C)C)O2,-3,2.2,nt,6
CO[C@H]1CN(C)C(=O)c2ccc(NC(=O)NC(C)C)cc2OC[C@@H](C)N(C)C[C@@H]1C,nt,0.5,-4,-3
CCN1[C@@H]2c3ccc(-c4ccccc4OC)c(=O)n3C[C@@H]2[C@@H](CO)[C@@H]1C(=O)N(C)C,0,0.8,5,-9
CN(C)C(=O)c1cccc(-c2ccc([C@@H]3[C@H](C#N)N(C(=O)C4CCC4)[C@H]3CO)cc2)c1,-8,-1.5,100*,17
C[C@@H]1CCCCO[C@@H](CN(C)S(=O)(=O)c2ccc(Cl)cc2)[C@@H](C)CN([C@H](C)CO)C(=O)c2cc(NC(=O)CCCN(C)C)ccc2O1,1,-1.1,-38,17
CCCC(=O)N1CC2(C1)CN(Cc1ccc(Cl)cc1)[C@@H](CO)c1[nH]c3cc(OC)ccc3c12,7,-0.5,nt,-92*
C[C@@H]1CCCCO[C@H](CN(C)C(=O)Nc2ccc(C(F)(F)F)cc2)[C@@H](C)CN([C@H](C)CO)C(=O)c2cc(NC(=O)Nc3ccc(F)cc3)ccc2O1,0,0.2,?,-23
Cc1noc(C)c1NC(=O)N(C)C[C@H]1Oc2ccc(NC(=O)CCN3CCOCC3)cc2C(=O)N([C@H](C)CO)C[C@H]1C,-4,2.2,-23,16
CO[C@@H]1CN(C)C(=O)c2ccc(NC(=O)c3ccccn3)cc2OC[C@@H](C)N(C(=O)Nc2ccccc2Cl)C[C@H]1C,nt,nt,-32,6
COc1ccc(S(=O)(=O)Nc2ccc3c(c2)C(=O)N([C@@H](C)CO)C[C@@H](C)[C@@H](CN(C)S(=O)(=O)c2ccc(F)cc2)OCCCC[C@H](C)O3)cc1,11,-1.4,44,-63
C[C@H](CO)N1C[C@H](C)[C@@H](CN(C)C(=O)NC2CCCC2)Oc2ncc(Br)cc2C1=O,7,-0.4,nt,20
O=C(c1cnccn1)N1CC(=O)N2[C@H](CO)[C@@H](c3ccc(C4=CCCCC4)cc3)[C@@H]2C1,-11,1.4,nt,-19
CC(C)NC(=O)N1[C@H](CO)[C@@H]2c3ccccc3N(C(=O)c3ccncc3)C[C@@H]21,1,2.9,-26,-26
COc1ccc2c3c(n(C)c2c1)[C@@H](CO)NCC31CCN(C(=O)Nc2ccc3c(c2)OCO3)CC1,9,-0.9,nt,-68
O=C(N[C@H]1CC[C@@H](CCNS(=O)(=O)c2ccccc2)O[C@@H]1CO)c1cccnc1,nt,3.7,17,9
C/C=C/c1cnc2c(c1)C(=O)N([C@H](C)CO)C[C@@H](C)[C@@H](CN(C)S(=O)(=O)c1ccc(F)cc1)O2,4,-1.6,35,-8
C[C@@H]1CN([C@H](C)CO)C(=O)Cc2cc(NS(=O)(=O)c3ccc(F)cc3)ccc2O[C@@H]1CN(C)C(=O)Nc1ccc(F)cc1,-11,-0.1,-8,9
C[C@H]1CN([C@@H](C)CO)C(=O)c2cccc(NC(=O)Nc3ccc4c(c3)OCO4)c2O[C@H]1CN(C)C(=O)Nc1ccc2c(c1)OCO2,-3,-0.2,22,-8
C[C@H]1CN([C@@H](C)CO)S(=O)(=O)c2ccc(C#Cc3ccccc3)cc2O[C@H]1CN(C)CC1CC1,17,-2.5,117*,-83*
N#C[C@@H]1[C@@H](c2ccccc2C2=CCCCC2)[C@@H](CO)N1C(=O)C1CCOCC1,1,-0.8,nt,-23
C[C@H](CO)N1C[C@H](C)[C@@H](CN(C)S(=O)(=O)c2ccc(Cl)cc2)Oc2c(NC(=O)NC3CCCCC3)cccc2C1=O,-5,-0.1,nt,-17
N#C[C@@H]1[C@H](c2ccccc2-c2ccc(F)cc2)[C@H](CO)N1C(=O)Cc1cccnc1,-4,0.1,nt,-60
CCNC(=O)C[C@@H]1CC[C@H]2[C@@H](COc3ccc(NS(=O)(=O)c4ccccc4C)cc3C(=O)N2C)O1,0,2.8,2,13
COc1cccc(-c2ccc([C@H]3[C@@H](CO)N4CCCCN(CC5CC5)C[C@@H]34)cc2)c1,6,1.1,93,6
Cc1noc(C)c1S(=O)(=O)Nc1ccc2c(c1)C(=O)N([C@@H](C)CO)C[C@H](C)[C@H](CN(C)C(=O)NC1CCCCC1)OCCCC[C@@H](C)O2,9,-1.2,-14,-39
COc1cccc(C(=O)Nc2ccc3c(c2)C(=O)N(C)C[C@H](OC)[C@@H](C)CN[C@@H](C)CO3)c1,nt,0.4,-49,18
